C-LANA FP = inhibitors of KSHV LANA C-terminal domain DNA binding | AID 504423 | inhibition, % at 9 µM | MBP-C-LANA/FAM-LBS DNA binding, fluorescence polarization | hit rate 0.078% among 340,000;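 active means highest replicate inhibition at or above 60% at 9 µM, even if other replicates fall short; inactive means all replicates below 60% inhibition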;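 further: 0% = neutral control wells and 100% = 4 µM acridine orange control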
Keap1-Nrf2 PPI = disrupts human Keap1 binding to Nrf2 peptide. Q14145. Keap1 Kelch-Nrf2 peptide fluorescence polarization, 1536-well. inhibition, % at 9.4 µM. hit rate 0.15% among 340,000. AID 504523; in the data active means inhibition above about 12%; inconclusive means no clear call, values can overlap the other calls; inactive means below about 7.3%;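 further: human Keap1 Kelch domain with fluorescein labeled Nrf2 9mer peptide probe; 0% = neutral control wells and 100% = peptide positive control; higher means more block of Keap1 binding to Nrf2 peptide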
Target sequence (Q14145 whole entry, looked up, the tested form may be a part): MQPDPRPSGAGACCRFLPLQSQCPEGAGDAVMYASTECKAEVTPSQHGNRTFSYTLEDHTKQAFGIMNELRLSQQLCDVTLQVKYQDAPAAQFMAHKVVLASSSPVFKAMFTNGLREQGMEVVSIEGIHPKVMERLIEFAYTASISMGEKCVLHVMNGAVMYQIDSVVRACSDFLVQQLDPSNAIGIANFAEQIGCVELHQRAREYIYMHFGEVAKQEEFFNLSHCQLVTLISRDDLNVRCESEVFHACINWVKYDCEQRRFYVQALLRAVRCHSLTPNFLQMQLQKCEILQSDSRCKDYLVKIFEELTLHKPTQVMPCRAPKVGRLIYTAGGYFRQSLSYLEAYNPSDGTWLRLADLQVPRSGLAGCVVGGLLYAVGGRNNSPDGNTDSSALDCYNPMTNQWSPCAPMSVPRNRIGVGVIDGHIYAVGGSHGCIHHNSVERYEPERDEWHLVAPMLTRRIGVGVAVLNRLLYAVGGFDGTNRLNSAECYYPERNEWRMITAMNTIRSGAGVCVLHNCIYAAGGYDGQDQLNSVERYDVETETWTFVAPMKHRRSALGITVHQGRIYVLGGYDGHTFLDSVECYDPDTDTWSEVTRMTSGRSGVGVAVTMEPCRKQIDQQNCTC
cardiac RTF act = cardiac RTF calcium sensitization. hit rate 0.24% among 340,000. AID 493008. activation, % at 7.2 µM. IANBD-labeled TnC RTF fluorescence at EC20 calcium; 0% EC20 calcium, 100% full calcium;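 active means activation above the mean over all tested compounds plus 3 SD, cut at about 30% in these data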;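 further: rise in fluorescence read as greater calcium sensitivity of cardiac thin filaments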
Rtt109 HAT inh = inhibitors of Candida albicans Rtt109/Vps75 histone acetyltransferase. Q5AAJ8. purified Rtt109/Vps75, ThioGlo CoA-SH fluorescence, 4 h. inhibition, % at 34.9 µM. hit rate 0.16% among 330,000;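 active means inhibition of at least 50% in every replicate; inconclusive means best replicate reaches 50% inhibition but some replicates fall short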
Target sequence (Q5AAJ8 whole entry, looked up): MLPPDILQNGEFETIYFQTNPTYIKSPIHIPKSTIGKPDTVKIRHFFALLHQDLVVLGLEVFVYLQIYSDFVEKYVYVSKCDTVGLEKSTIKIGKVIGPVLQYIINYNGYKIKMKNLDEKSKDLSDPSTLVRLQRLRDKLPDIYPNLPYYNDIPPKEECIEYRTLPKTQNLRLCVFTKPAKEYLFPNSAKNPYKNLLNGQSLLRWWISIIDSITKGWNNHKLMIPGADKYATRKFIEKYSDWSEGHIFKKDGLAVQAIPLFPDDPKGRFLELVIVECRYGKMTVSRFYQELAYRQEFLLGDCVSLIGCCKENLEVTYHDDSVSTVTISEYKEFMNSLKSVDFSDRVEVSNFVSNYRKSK
PKA-R2B activ = activates the human PKA-R2B holoenzyme complex. activation, % at 11.4 µM. hit rate 0.079% among 340,000. PKA-R2B holoenzyme dissociation, Cy5-IP20 fluorescence polarization; R2B truncated from residue 108, S112A mutant; 0% DMSO only, 100% 113 µM cGMP. P22694+P31323. AID 504700;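 active means activation above a cutoff set at the mean over all compounds plus 3 SD, cut at about 18% in these data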;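 further: higher means more holoenzyme dissociation and a rise in polarization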
CAL PDZ FP-1 = inhibitors of human CAL PDZ peptide binding. Q9HD26. purified CAL PDZ, TMR-peptide fluorescence polarization, 1 h. inhibition, % at 24.9 µM. hit rate 0.92% among 300,000. AID 602252;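 active means mean inhibition of at least 30% with at least half of replicates also reaching 30%; inconclusive means no clear call, values can overlap the other calls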;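 further: 0% = DMSO neutral control and 100% = excess unlabeled competitor peptide PRC23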
Cardiac RTF inh = cardiac RTF calcium desensitization. P19429+P45379. IANBD-labeled cardiac RTF, Ca2+ fluorescence. inhibition, % at 7.15 µM. hit rate 0.12% among 340,000;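 active means inhibition above the mean inhibition of all tested compounds plus 3 SD, cut at about 17% in these data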;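 further: assay run at fixed EC70 calcium of 1.6 mM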
DAGLB inhibitor = diacylglycerol lipase beta (human) inhibition; HEK293T DAGLB membrane lysate, EnzChek fluorogenic substrate; inhibition, % at 5.17 µM; hit rate 0.059% among 340,000; in the data active means inhibition above about 34%;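 further: 0% = enzyme with vehicle and 100% = wells lacking enzyme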
CAL PDZ FP-2 = human CAL PDZ-peptide interaction inhibition; hit rate 0.02% among 330,000; purified CAL PDZ, TMR-peptide fluorescence polarization, 1 h; AID 504414; Q9HD26; inhibition, % at 20 µM;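 active means highest replicate inhibition of at least 40%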;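 further: plate controls were DMSO neutral control wells for no effect and unlabeled competitor peptide control wells for full effect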
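material = purified tagged CAL PDZ domain construct (CerCALP) | buffer or medium = sodium phosphate/NaCl buffer pH 7.4 with TCEP, IgG, Thesit | reagent = TMR-labelled reporter peptide T*-PRC34 bound in PDZ groove | incubation = 1 h room-temperature incubation prior to read | measured by = fluorescence polarization (mP) | evaluation = percent inhibition from loss of millipolarization | control set = unlabelled peptide and DMSO controls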
SR-BI DiI-HDL act = activators of SR-BI mediated HDL lipid uptake; CHO ldlA[mSR-BI] cells, DiI-HDL uptake fluorescence, 3 h; 100 = double the neutral-control signal; activation, % at 12.5 µM; hit rate 0.096% among 320,000;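 active means mean replicate activation of at least 60% and every replicate at or above 60%; inconclusive means mean or all-replicate condition met, but not both; inactive means mean below 60% and not all replicates reaching 60%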;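 further: 0% = median plate neutral-control signal and 100% = twice that signal; values of inactives mirror those of a sister screen read the other way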
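Material: SR-BI-overexpressing, LDLR-lacking CHO cells; schedule: compound exposure 3 h, 37 °C; reagent: DiI-labelled HDL at 10 µg/mL final; technique: bottom-read fluorescence, 550/595 nm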
Numbers without * were called inactive; ? = inconclusive; · = no result given.

SMILES	C-LANA FP	Keap1-Nrf2 PPI	cardiac RTF act	Rtt109 HAT inh	PKA-R2B activ	CAL PDZ FP-1	Cardiac RTF inh	DAGLB inhibitor	CAL PDZ FP-2	SR-BI DiI-HDL act
COCCNC(=O)C(c1ccc(C)cc1)N(Cc1ccco1)C(=O)CCC(=O)Nc1ccccn1 (centres undefined)	0.2	-1	-2	-14	6	·	6	2	-1.2	·
Cc1ccc(NC(=O)C2OCCc3ccccc32)cc1 (centres undefined)	0.9	0	-5	-4	-4	-1	-20	-1	-4.1	-9
Nc1ccc(-n2nc(C(F)(F)F)cc2C(F)(F)F)cc1	3.2	7	-2	0	5	-2	3	-2	-0.1	-27
CCC(Oc1ccccc1)C(=O)Nc1nnc(S(=O)(=O)Nc2ccccc2)s1 (centres undefined)	0.1	-1	3	15	-3	·	1	4	-0.5	·
COc1ccc(CCN2C(=S)N(c3ccc(Cl)cc3)C(=O)C2CC(N)=O)cc1OC (centres undefined)	0.9	-3	-4	3	0	-3	-5	-2	0.7	-29
CCOC(=O)C1=C(C)C2C3C(=O)N(c4ccccc4C)C(=O)C3C1(C)C1C(=O)N(c3ccccc3C)C(=O)C21 (centres undefined)	0.0	0	14	-9	-15	0	-8	-2	-0.9	26
CCOC(=O)c1nc(Nc2ccccc2)c2ccccc2n1	0.3	2	5	4	0	·	-10	-2	-4.3	-6
CCN(Cc1ccc(OC)c(COC)c1)CC1CCCN(CCc2cccc(OC)c2)C1 (centres undefined)	-0.3	1	-2	?	4	2	3	0	-1.5	13
CC(SCc1ccccc1)C(=O)Nc1ccc2c(c1)OCO2 (centres undefined)	-1.1	0	-3	-1	-4	-2	0	1	-0.3	-5
Cc1cc(O)c(C(C)C)cc1NC(=O)Nc1ccc([N+](=O)[O-])cc1	-0.2	0	-5	-3	-3	2	0	1	0.0	-15
CCOC(=O)N1CCN(C(=O)COC(=O)COc2c(C)cc(C)cc2C)CC1	-0.1	-2	-2	19	-4	-1	-6	-4	-3.3	19
COc1ccc(S(=O)(=O)N2CCN(C(=O)c3ccc4ccccc4n3)CC2)cc1	-0.6	1	0	-5	2	·	-9	2	-0.9	13
Cc1ccc(C(=O)NC(=S)N2CCN(c3ccc([N+](=O)[O-])cc3)CC2)cc1	0.3	-4	4	7	-1	2	-8	2	-0.3	4
Cc1ccc(CCNS(=O)(=O)c2cc3c(cc2C)NC(=O)CO3)cc1	-1.3	-2	3	9	-3	·	-4	1	-0.6	25
CC(=Nc1ccc(O)cc1)c1sc2ccccc2c1O	1.3	-26	14	-8	-15	-1	-26	-47	-1.1	-25
C=CCOc1ccccc1CNCc1cccnc1	1.6	7	-1	-1	-10	-18	-7	2	-0.7	-3
Cc1c([N+](=O)[O-])c2ccc(O)cc2n1-c1ccccc1	-0.8	-4	-2	-2	-3	-3	-6	0	-1.5	·
COC(=O)c1ccccc1NC(=O)CN1CCOCC1	-1.4	5	0	7	-6	-1	-5	-2	-2.0	7
N#CCC(=O)N1CC2(CC(c3cccc(NC(=O)COc4ccc(Cl)cc4)c3)=NO2)C[C@@H]1C(N)=O (some centres undefined)	-1.1	-3	7	3	2	-4	0	-2	-4.4	-23
O=C(O)c1ccc(NS(=O)(=O)c2cc(C(=O)O)ccc2Br)cc1	-0.5	4	1	-9	11	0	-5	3	-0.4	-1
COc1ccc(OC)c2[nH]c(=O)c(CCNC(=O)c3cc4ccccc4o3)cc12	1.1	-6	7	-1	5	·	-2	-2	-1.8	-8
O=C(NC1CCOC1)c1cc(COc2cccc(C(F)(F)F)c2)on1 (centres undefined)	0.1	-11	3	-7	0	·	-6	0	-1.8	-8
Cc1cccc(NC(=O)c2cc(-c3c(C)cc(C)cc3O)n[nH]2)c1	1.5	-2	2	·	5	2	-4	-2	-0.2	7
O=C1NCCOC(=O)[C@H](Cc2ccc(F)cc2)CC/C=C/C[C@H]1CC(=O)N(CCO)Cc1ccccc1	2.9	-1	0	4	-11	-2	6	-2	0.2	6
CC/C(C)=C1\SC(N2CCN(c3cccc(C(F)(F)F)c3)CC2)=NC1=O	3.6	-1	-2	-6	-8	3	-5	-3	-1.0	-26
COc1ccc(C(=O)N/N=C(\N)c2cc3ccccc3oc2=O)cc1	0.3	-5	-2	-7	6	-1	4	0	-1.9	13
COc1cc(-c2nnc(CSc3nnc(Nc4ccc(Oc5ccccc5)cc4)s3)o2)cc(OC)c1OC	3.6	-2	4	1	-3	-1	3	-2	-2.3	-49
O=S(=O)(NCc1cccnc1)c1ccccc1	0.1	-2	3	-15	9	·	-7	-2	-4.9	-1
Cc1ccc2c(c1)nnn2C1CCN(S(=O)(=O)c2ccc(C(=O)NC3CCCC3)cc2)CC1	-0.4	-3	12	-6	0	13	-3	1	·	-5
CSc1nnc(N2C(=O)C(O)=C(C(=O)c3ccco3)C2c2cccc(Cl)c2)s1 (centres undefined)	12	0	9	1	-1	-12	-11	8	-5.2	20
Cc1nnc(N/N=C/c2cccs2)[nH]c1=O	-1.1	-5	-1	25	1	·	-5	0	-0.7	·
COc1cc(OC)c(C(=O)OCC(=O)Nc2ccc(S(=O)(=O)N3CCOCC3)cc2)cc1OC	-7.3	-1	2	-1	-2	-4	-2	3	-1.7	-20
CN1CCN(C(=O)/C(=C/c2ccco2)NC(=O)c2ccccc2)CC1	-0.6	-7	-5	5	2	3	5	0	-0.6	15
Cc1cccc(Cc2c(C)nc3c(C(=O)N4CCN(Cc5ccc6c(c5)OCO6)CC4)cnn3c2C)c1	0.5	-4	1	14	-5	·	-2	-1	-1.8	-7
CCN(C(=O)Cn1c([N+](=O)[O-])cnc1C)c1ccccc1	-1.9	-2	1	1	3	1	-20	3	0.0	-6
C/C(N)=C(/C#N)C(=O)CSc1ccccc1F	0.5	-4	8	-4	-2	-5	-1	-1	-2.4	19
N#Cc1cc(Oc2ccccc2)c(-n2nnc3ccccc32)cc1C#N	0.0	-4	5	-6	-13	-1	3	-1	-1.9	7
Cc1cccc(C(=O)Nc2ccnc(-c3ccncc3)n2)c1	-4.5	3	2	1	-6	-3	1	-7	-4.4	-8
CCc1ccc2[nH]c(=O)c(CN(CCCN3CCOCC3)C(=O)Nc3ccc(Cl)cc3)cc2c1	-1.0	-1	-4	24	-1	-3	-13	2	-2.7	12
Cc1cc(COc2ccccc2O)on1	0.2	-10	0	1	-1	0	2	-1	-0.3	7
NC(=O)C1(N2CCCCC2)CCN(C(=O)c2ccc(C#Cc3ccccc3)o2)CC1	-1.4	2	-2	3	-4	12	-8	-1	-3.2	-34
Cc1cc(=O)oc(C)c1C(=O)NCC1COc2ccccc2O1 (centres undefined)	0.5	3	0	11	4	0	-7	-2	-2.2	8
O=C(CNC(=O)c1cccs1)OCC(=O)c1ccc(Br)cc1	2.8	-9	5	12	6	5	-4	-5	-0.9	20
O=C(OCc1ccccc1)C1=NNC2C(=O)N(c3ccc(Br)cc3)C(=O)C12 (centres undefined)	-1.6	-3	·	-6	·	·	·	·	-0.2	5
O=C(Nc1ccccn1)c1ccc(C(=O)Nc2ccccn2)cc1	1.3	0	6	0	2	-2	-7	1	-0.8	-27
O=C(N/N=C/c1ccc(OCCCF)cc1)c1cc(OCC(F)(F)F)ccc1OCC(F)(F)F	-0.5	-2	-1	3	-6	-3	5	-5	1.2	-55
COC(=O)C1=C(C)N(CCCC(=O)O)C(=O)NC1c1cccc2ccccc12 (centres undefined)	1.7	-5	1	-3	0	1	-5	-3	0.1	39
O=c1[nH]c(C(F)(F)F)nc2c1nnn2Cc1ccccc1F	-0.9	0	-2	-1	-7	-3	-7	3	-1.8	20
Nc1ccc(N2CCN(CCCCN3C(=O)C4CCCN4C3=O)CC2)cc1 (centres undefined)	-9.4	0	-7	39	-12	0	-8	-3	0.0	20
O=C(NC(=S)Nc1cccc(Cl)c1N1CCCC1)c1ccc(-c2cccc([N+](=O)[O-])c2)o1	-0.6	0	6	-7	5	·	-4	-1	0.0	27

A different layout for some results above.
Second line of a record: C-LANA FP, Keap1-Nrf2 PPI, cardiac RTF act, Rtt109 HAT inh, PKA-R2B activ, CAL PDZ FP-1, Cardiac RTF inh, DAGLB inhibitor, CAL PDZ FP-2, SR-BI DiI-HDL act
COCCNC(=O)C(c1ccc(C)cc1)N(Cc1ccco1)C(=O)CCC(=O)Nc1ccccn1 (centres undefined)
  0.2, -1, -2, -14, 6, ·, 6, 2, -1.2, ·
Cc1ccc(NC(=O)C2OCCc3ccccc32)cc1 (centres undefined)
  0.9, 0, -5, -4, -4, -1, -20, -1, -4.1, -9
Nc1ccc(-n2nc(C(F)(F)F)cc2C(F)(F)F)cc1
  3.2, 7, -2, 0, 5, -2, 3, -2, -0.1, -27
CCC(Oc1ccccc1)C(=O)Nc1nnc(S(=O)(=O)Nc2ccccc2)s1 (centres undefined)
  0.1, -1, 3, 15, -3, ·, 1, 4, -0.5, ·
COc1ccc(CCN2C(=S)N(c3ccc(Cl)cc3)C(=O)C2CC(N)=O)cc1OC (centres undefined)
  0.9, -3, -4, 3, 0, -3, -5, -2, 0.7, -29
CCOC(=O)C1=C(C)C2C3C(=O)N(c4ccccc4C)C(=O)C3C1(C)C1C(=O)N(c3ccccc3C)C(=O)C21 (centres undefined)
  0.0, 0, 14, -9, -15, 0, -8, -2, -0.9, 26
CCOC(=O)c1nc(Nc2ccccc2)c2ccccc2n1
  0.3, 2, 5, 4, 0, ·, -10, -2, -4.3, -6
CCN(Cc1ccc(OC)c(COC)c1)CC1CCCN(CCc2cccc(OC)c2)C1 (centres undefined)
  -0.3, 1, -2, ?, 4, 2, 3, 0, -1.5, 13
CC(SCc1ccccc1)C(=O)Nc1ccc2c(c1)OCO2 (centres undefined)
  -1.1, 0, -3, -1, -4, -2, 0, 1, -0.3, -5
Cc1cc(O)c(C(C)C)cc1NC(=O)Nc1ccc([N+](=O)[O-])cc1
  -0.2, 0, -5, -3, -3, 2, 0, 1, 0.0, -15
